Compound activity from PubChem BioAssay.
TbPYK inhibitor = T. brucei pyruvate kinase inhibition; AID 624173; actives 0.12% (n = 410,000); Potency, µM (top dose mostly 76.8 µM), inactives show top-dose activity, negative = inhibition, hits mostly inhibitors; TbPYK enzyme, Kinase-Glo Plus ATP luminescence, 45 min; Q57TT1; also: potency is read from the fitted curve at half-maximal effect; nearly all actives have a fitted effect of over 50% in size
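Assay buffer: 50 mM TEA pH 7.2, 100 mM KCl, 10 mM MgCl2, 0.05% BSA, 0.01% Tween-20. Pyruvate kinase from T. brucei plus substrate met compound, then ADP (130 uM final). Luminescence was read post 45 min RT.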
LmPK inhibitor = LmPK (Leishmania mexicana) enzyme inhibition | Q27686 | purified LmPK, Kinase-Glo ATP luminescence, 1 h | Potency, µM (series often up to 57.5 µM), for the others: top-dose activity change, negative = inhibition, usual class: inhibitors | actives 0.37% (n = 290,000) | AID 1721; also: potency is read from the fitted curve at half-maximal effect
Target sequence (Q27686 whole entry, looked up): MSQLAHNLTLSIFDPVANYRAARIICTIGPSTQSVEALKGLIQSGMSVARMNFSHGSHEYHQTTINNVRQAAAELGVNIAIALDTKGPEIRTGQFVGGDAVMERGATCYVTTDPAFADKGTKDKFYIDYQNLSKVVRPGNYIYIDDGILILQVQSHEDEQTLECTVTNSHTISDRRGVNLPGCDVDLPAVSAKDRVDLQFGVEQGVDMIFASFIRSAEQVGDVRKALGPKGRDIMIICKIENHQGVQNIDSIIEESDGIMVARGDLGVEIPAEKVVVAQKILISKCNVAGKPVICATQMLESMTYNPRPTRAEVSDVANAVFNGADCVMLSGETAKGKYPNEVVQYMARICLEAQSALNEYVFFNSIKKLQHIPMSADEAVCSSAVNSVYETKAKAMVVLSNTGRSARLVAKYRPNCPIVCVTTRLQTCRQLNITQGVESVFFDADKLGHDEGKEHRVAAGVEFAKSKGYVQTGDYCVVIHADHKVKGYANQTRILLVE
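ATP generated from ADP (0.1 mM) and PEP (0.5 mM) by 0.1 nM LmPK over 1 h at room temperature (pH 7.2 imidazole buffer) was detected by coupled luciferase luminescence. Values were normalized to uninhibited and no-enzyme wells.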
AMA1 RON2 block = inhibitors of Plasmodium falciparum AMA1-RON2 interaction. AlphaScreen AMA1-biotinylated RON2 peptide binding. AID 720542. Potency, µM (doses to about 58.2 µM), without a hit: top-dose activity change, negative = inhibition, actives largely listed as inhibitors. actives 0.2% (n = 360,000);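 also: potency is read from the fitted curve at half-maximal effect; 0% = vehicle wells and -100% = peptide control; nearly all actives have a fitted effect of over 45% in size; some results filed as inactive show a strong effect at the top dose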
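AMA1 (3D7) with his tag at 25 nM final met compounds first, then biotinylated RON2 peptide at 25 nM; detection used donor plus acceptor beads, 10 µg/mL apiece, read by AlphaScreen after 30 min at room temperature.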
HCMV antiviral = human cytomegalovirus inhibition | HFF cells, HCMV-luciferase reporter, 72 h; stronger effect = lower value | actives 4.5% (n = 410,000) | activity change, negative = inhibition, % at 57.5 µM; in the data active = activity change below about -60%; inconclusive = no clear call, values can overlap the other calls; inactive = above about -39%
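Compounds were evaluated in HFFs infected with an HCMV luciferase reporter virus (MOI 1 PFU/cell). Luciferase in lysates collected 72 h post infection served as the replication measure.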
AmpC detergent = inhibitors of E. coli AmpC beta-lactamase with detergent | actives 0.041% (n = 370,000) | AmpC hydrolysis of nitrocefin, absorbance 480 nm, 0.01% Triton | Potency, µM (series often up to 114 µM), for the others: at the top dose activity change, negative = inhibition, actives largely listed as inhibitors | P00811;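 also: potency is read from the fitted curve at half-maximal effect; 0% = no-compound wells and -100% = no-enzyme wells; nearly all actives have a fitted effect of over 25% in size; some results filed as inactive show a strong effect at the top dose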
Target sequence (P00811 whole entry, looked up): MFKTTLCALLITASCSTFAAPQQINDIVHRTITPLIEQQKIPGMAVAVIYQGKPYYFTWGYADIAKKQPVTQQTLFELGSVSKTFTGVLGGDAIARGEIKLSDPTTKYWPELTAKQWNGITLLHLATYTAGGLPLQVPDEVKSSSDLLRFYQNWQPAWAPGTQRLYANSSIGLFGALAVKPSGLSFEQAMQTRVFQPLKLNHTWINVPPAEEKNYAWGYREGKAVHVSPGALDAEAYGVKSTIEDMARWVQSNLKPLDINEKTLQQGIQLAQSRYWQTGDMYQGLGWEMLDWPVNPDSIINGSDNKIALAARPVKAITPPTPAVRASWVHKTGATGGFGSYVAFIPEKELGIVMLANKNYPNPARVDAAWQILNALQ
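AmpC (5.3 nM in the dispensed reagent) in 20 mM phosphate pH 7.0 with 0.01% (detergent screen) or 0.0001% Triton X-100 was preincubated with compounds for 15 min at room temperature. Nitrocefin was then added from an 800 uM solution, and hydrolysis was followed at 480 nm.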
AmpC no deterg = AmpC beta-lactamase inhibition without detergent; AID 485341; AmpC nitrocefin hydrolysis, absorbance 480 nm, 0.0001% Triton; actives 0.52% (n = 330,000); P00811; Potency, µM (doses to about 57.1 µM), without a hit: top-dose activity change, negative = inhibition, usual class: inhibitors;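 also: potency is read from the fitted curve at half-maximal effect; plate controls were no compound for no effect and no enzyme for full effect; nearly all actives have a fitted effect of over 20% in size; some results filed as inactive show a strong effect at the top dose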
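AmpC (5.3 nM in the dispensed reagent) in 20 mM phosphate pH 7.0 with 0.01% (detergent screen) or 0.0001% Triton X-100 was preincubated with compounds for 15 min at room temperature. Nitrocefin was then added from an 800 uM solution, and hydrolysis was followed at 480 nm.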
HCV inh = HCV inhibition; Huh7.5.1 HCVcc-Cre infection, luciferase reporter, 44 h; Potency, µM (doses to about 41.8 µM), for inactives: at the highest dose activity change, negative = inhibition, usual class: inhibitors; actives 3.4% (n = 340,000); AID 651820; also: potency is read from the fitted curve at half-maximal effect
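Luciferase read-out (15 sec integration) after a 15 min room-temperature substrate step quantifies HCVcc-Cre infection. Cells, 1,000 per well, had compound added 4 h post-plating, then virus at ~0.5 moi, and were cultured 44 h.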
* hit, by the source's call; ? = inconclusive; / = no result given; & = joins results of further samples; [ ] = remark or other dose. Unless noted, calls follow the shape of the dose curve; as a rule, active = well fitted curve in the direction sought with a large enough effect; inconclusive = small, poorly fitted or top-dose-only effect, or another doubt; inactive = no such curve, though single readings can be large; an effect the other way counts as inactive or inconclusive. Unless noted, % is scaled to controls: 0 for no effect and ±100 for the full control effect.

SMILES	TbPYK inhibitor	LmPK inhibitor	AMA1 RON2 block	HCMV antiviral	AmpC detergent	AmpC no deterg	HCV inh
COc1ccc(OC)c(C2CC(=O)N3CN(c4ccc(C)c(Cl)c4)CSC3=C2C#N)c1 (stereo unspecified)	?	8%	5%	?	?	-44%	-3%
Cc1cccc(N2CCN(C(=O)c3cc4c(=O)oc5ccccc5c4s3)CC2)c1C	5%	/	/	-3	9%	/	/
O=[N+]([O-])/C=C1\C=CC=CN1Cc1ccc(Cl)cc1	6%	-1%	3%	-1	2%	-7%	12%
COc1ccc(/C=N/c2c(-c3ccc(OC)cc3)nc3n2CCS3)cc1	1%	2%	17%	-7	-12%	1%	-10%
CC1(C(=O)NCc2cccc3ccccc23)CCN1Cc1ccc2ccccc2c1 (stereo unspecified)	0%	/	-16%	3	/	/	/
COc1cccc2cc(-c3cn4c(n3)sc3cc(F)ccc34)c(=O)oc12	-3%	/	/	-13	9%	/	/
Cc1ccc2c(c1)N(C)/C(=C/c1cccc[n+]1C)S2	1%	-2%	8%	-98*	0%	-17%	?
CC(C)(C)OC(=O)N1CCCC(C(=O)Nc2cccc(C(=O)NCCCc3ccccc3)c2)C1 (stereo unspecified)	-5%	/	-1%	-2	/	/	?
CC(C)(C)n1ncc2c(=O)n(CC(=O)OCc3ccccc3)cnc21	-4%	-21%	1%	?	-6%	-7%	12%
COc1ccc(C2c3cc(OC)c(OC)cc3CC(=O)N2c2ccc(C)cc2)cc1 (stereo unspecified)	1%	/	/	22	13%	/	/

The closing 3 entries of the section above open the next one:
SMILES	TbPYK inhibitor	LmPK inhibitor	AMA1 RON2 block	HCMV antiviral	AmpC detergent	AmpC no deterg	HCV inh
CC(C)(C)OC(=O)N1CCCC(C(=O)Nc2cccc(C(=O)NCCCc3ccccc3)c2)C1 (stereo unspecified)	-5%	/	-1%	-2	/	/	?
CC(C)(C)n1ncc2c(=O)n(CC(=O)OCc3ccccc3)cnc21	-4%	-21%	1%	?	-6%	-7%	12%
COc1ccc(C2c3cc(OC)c(OC)cc3CC(=O)N2c2ccc(C)cc2)cc1 (stereo unspecified)	1%	/	/	22	13%	/	/
Cc1cccnc1NS(=O)(=O)c1cccc([N+](=O)[O-])c1	-10%	-6%	-10%	42	7%	-17%	23%
COc1cc(NC(=O)CSc2nnnn2Cc2ccc3c(c2)OCO3)cc(OC)c1	-2%	4%	2%	1	3%	-28%	-26%
CCC(C)Nc1nc(OC(C(F)(F)F)C(F)(F)F)nc(OC(C(F)(F)F)C(F)(F)F)n1 (stereo unspecified)	1%	3%	4%	10	0%	0%	1%
CCC(=O)Nc1ccc(NC(=O)c2ccco2)c(OC)c1	-4%	-1%	-10%	48	?	-2%	-19%
CCOc1ccc(-c2ccc(SC)nn2)cc1	?	5µM*	-8%	0	1%	115%[activator]	5%
COc1cccc(NC(=S)NCc2ccc(F)cc2)c1	-11%	-2%	2%	-9	?	-34%	-21%
C[C@H](CO)N1C[C@H](C)[C@@H](CN(C)Cc2ccc3c(c2)OCO3)Oc2cc(Br)ccc2S1(=O)=O	-2%	/	-7%	-5	/	/	/
CN1CCN(C(=O)CCN2C(=O)c3ccccc3C2=O)CC1	1%	2%	-1%	6	2%	-1%	10%
COc1ccc(NC(=O)C2c3ccccc3OCC(=O)N2Cc2cccnc2)cc1 (stereo unspecified)	-8%	/	2%	-3	/	/	/
COc1cc(NC(=O)C(=O)Nc2ccc3nc4n(c(=O)c3c2)CCCCC4)cc(OC)c1OC	1%&-3%	0%	2%	-23&7	-6%&-3%	1%	-13%
S=C(NCC1CCCO1)Nc1ccccc1 (stereo unspecified)	3%	-4%	-11%	-26	6%	-7%	5%
CCOC(=O)COc1ccc(C(c2c(C)[nH][nH]c2=O)c2c(C)[nH][nH]c2=O)cc1	-9%	-4%	-2%	-16	?	-20%	14%
CN(C)CCCNC(=O)c1cccc(-c2cnc3cccnn23)c1	-3%	/	1%	12	/	/	/
O=C(COC(=O)c1cnccn1)N=c1sccn1Cc1ccccc1Cl	-1%	/	10%	-11	?	?	?
CCN1CCc2[nH]c3ccccc3c2C1	-4%	0%	0%	7	3%	0%	7%
CCOC(=O)N1CCN(C(=O)NC23CC4CC(CC(C4)C2)C3)CC1	4%	-1%	1%	-17	0%	-14%	24%
CC(=O)N1c2ccc(S(=O)(=O)N(C)CC(=O)Nc3cccc(C)c3)cc2CC1C (stereo unspecified)	3%	1%	-6%	-39	7%	-1%	-27%
CC(=O)Oc1ccc2oc(-c3ccccc3)c(C(N)=O)c2c1	-17%	5%	2%	/	?	-19%	12%
O=C(CCN1C(=O)c2ccccc2C1=O)N1CCN(c2ccccn2)CC1	0%	-1%	12%	26	-10%	-10%	8%
Cc1nc(SCC(=O)N(CC(C)C)C2CCS(=O)(=O)C2)c2ccccc2n1 (stereo unspecified)	-5%	/	12%	4	-5%	74%[activator]	1%

Entries above containing an NH in an aromatic ring, in the order listed:
SMILES	TbPYK inhibitor	LmPK inhibitor	AMA1 RON2 block	HCMV antiviral	AmpC detergent	AmpC no deterg	HCV inh
CCOC(=O)COc1ccc(C(c2c(C)[nH][nH]c2=O)c2c(C)[nH][nH]c2=O)cc1	-9%	-4%	-2%	-16	?	-20%	14%
CCN1CCc2[nH]c3ccccc3c2C1	-4%	0%	0%	7	3%	0%	7%

Following part:
SMILES	TbPYK inhibitor	LmPK inhibitor	AMA1 RON2 block	HCMV antiviral	AmpC detergent	AmpC no deterg	HCV inh
CN(C)c1ccc(CNC(=O)/C=C/[C@H]2O[C@@H](n3cnc4c(NC(=O)c5ccccc5)ncnc43)[C@H](O)[C@@H]2O)cc1	0%	/	0%	-29	/	/	/
CCN(C(=O)CSc1nc2cc(S(=O)(=O)N(CC)CC)ccc2n1CC)C1CCS(=O)(=O)C1 (stereo unspecified)	-3%	/	10%	?	-14%	84%[activator]	-7%
CC(Oc1ccc(C(=O)c2ccccc2)cc1)C(=O)Nc1ccc(S(N)(=O)=O)cc1 (stereo unspecified)	-12%	2%	10%[11.6 µM]	-68*	?	-28%	?
COCc1ccc(C(=O)N2CCCC(C(=O)c3ccc(SC)cc3)C2)s1 (stereo unspecified)	3%	5%	-15%	-87*	-10%	89%[activator]	/
CCc1ccc(NC(=O)CS(=O)CC(=O)Nc2ccc(-n3cnnn3)c(C)c2)cc1 (stereo unspecified)	-2%	-3%	6%	-8	?	-22%	7%
OC(CSc1ccccc1Cl)CN1CCN(c2ccc(F)cc2)CC1 (stereo unspecified)	1%	3%	-17%	2	3%	20%	?
O=C(OCCN(C1=NS(=O)(=O)c2ccccc21)c1ccc(Cl)cc1)c1ccco1	3%	4%	0%	?	-15%	-25%	-20%
Cc1ccc(-c2nnc(SCC(=O)N/N=C/c3ccc(C)s3)n2-c2ccccc2)cc1	-9%	4%	-6%[2.32 µM]	-35	?	-22%	-16%
COc1ccc(CCNC(=O)CNC(=O)c2ccc(Br)o2)cc1OC	-6%	/	9%	17	-12%	-13%	16%
O=S(=O)(NCc1ccco1)c1ccc(S(=O)(=O)N2CCCCC2)cc1	-10%	2%	6%	-7	-5%	-24%	12%
CCOC(=O)[C@]12CCCC=C1N(Cc1ccco1)C(=O)[C@H](CC(=O)N1CCCC1)C2	3%	/	9%	15	/	/	/
O=C(O)c1cccc(Nc2ncnc3scc(-c4ccccc4)c23)c1	3%	/	/	2	0%	/	/
COCCCn1c(-c2ccccc2Cl)n[nH]c1=S	?	-28%	6%	15	-2%	-8%	0%
O=C(Nc1ccc(F)c(F)c1)C1CCCN(S(=O)(=O)c2cccc3nonc23)C1 (stereo unspecified)	-2%&-2%	6%	15%	23&-1	-13%&-3%	-9%	2%
CCOC(=O)c1c(C)nc(C)c2c(=O)oc3ccccc3c12	0%	-12%	5%	-12	0%	-1%	-11%
CCOc1ccc(NC(=O)Cn2c(C)ccc(C#N)c2=O)cc1	3%	/	/	-3	1%	/	/
CCOC(=O)c1cc2occc2n1CCCN1C(=O)c2ccccc2C1=O	0%	2%	-24%	-24	-9%	8%	-12%
CCn1c(CCNC(=O)c2cccs2)nnc1SCC(=O)Nc1nc(-c2ccccc2)cs1	-10%	-1%	-13%	51	?	9%	-23%
COc1ccc(OC)c(C(=O)COC(=O)CN2C(=O)NC3(CCCCC3C)C2=O)c1 (stereo unspecified)	-3%	/	?	-8	-7%	17%	13%
COc1ccccc1-n1c(/C=C/c2ccc(O)cc2)nc2ccccc2c1=O	0%	0%	4%	-33	-14%	-32%	?
COC(=O)C1=C(C)N(Cc2ccccc2)C(=NCc2cccc(Cl)c2)N[C@H]1c1cccc(F)c1	1%	-2%	-18%	/	-15%	67%&154%[activator]	?
CNC(=O)CSc1nc2cc(S(=O)(=O)Nc3ccccc3OC)ccc2o1	1%	-2%	41%[activator]	-25	-1%	24%	15%
CC1C/C(=C\c2ccccc2[N+](=O)[O-])c2nc3ccccc3c(C(=O)O)c2C1 (stereo unspecified)	-2%	-5%	0%	11	-9%	-27%	3%
NC(=O)C1CCN(C(=S)NC2CC3C=CC2C3)CC1 (stereo unspecified)	7%	-1%	20%	-18	-4%	-10%	13%
Nc1ccccc1SCC(=O)Nc1nc(-c2ccccc2)cs1	-9%	0%	?	-9	-4%	-33%	-23%
COc1ccc(-n2c(C)cc(/C=C(\C#N)C(=O)NCc3ccco3)c2C)cc1	-6%	0%	-12%	4	-17%	-21%	?
COc1cccc(NC(=S)N2CCCN(Cc3ccc(F)cc3)C2)c1	2%	15%	38%[activator]	-24	7%	-22%	3%
COc1ccc(N2CCN(C(=O)c3ccc4ccccc4n3)CC2)cc1	9%	1%	-24%	119	1%	3%	1%
CNC(=O)COC(=O)c1cc(-c2ccc(OC)cc2)nc2ccccc12	-6%	-2%	1%	-15	2%	71%[activator]	1%
CCCCNC(=O)C1(C)CCN1C(=O)c1cccc(OC(C)=O)c1C (stereo unspecified)	-2%	/	-1%	-4	/	/	/
CCCCCCN1C[C@H](O)[C@@H](n2cc(-c3ccc(F)cc3)nn2)C[C@@H]1c1ccc(Cl)cc1	-6%	/	23%	2	/	/	/
O=C([C@H]1O[C@@H](n2ccc(=O)[nH]c2=O)[C@H](O)[C@@H]1O)N1CCN(c2ccc(Cl)cn2)CC1	2%	/	10%	-15	/	/	/
Clc1ccc2nc(-c3ccc(Br)s3)cn2c1	-6%	?	16%	6	?	-16%	?
Cn1c(Cl)cnc1C(O)c1ccccc1 (stereo unspecified)	10%	-5%	9%	-39	-12%	-6%	3%
COc1cc(C#N)c(N=C(SCC#N)N2CCOCC2)cc1OC	10%	2%	13%	-12	-18%	-3%[2.29 µM]	19%
